Assay outcomes: PubChem BioAssay, National Center for Advancing Translational Sciences (NCATS)
Integrin act MD = activates integrin-mediated alleviation for muscular dystrophy; Potency, µM (top dose mostly 38.3 µM), for the others: at the highest dose activation, usual class: activators; 350,000 compounds, 0.064% hits; alpha7betagal myoblasts, beta-gal FDG fluorescence, 48 h;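 note: potency is the fitted concentration of half-maximal effect; 100% = response of the positive control SU9516; nearly all actives have a fitted effect of over 60% in size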
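alpha7betagal+/- myoblasts (passage 13, 250/well) treated 48 h at 37C with compounds at 1:260 dilution of DMSO stock. Lysed, then beta-galactosidase activity read as FDG fluorescence (ex 480/em 540) after 30 min, with pre-read for autofluorescence.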
MBNL1-CUG inh = blocks human MBNL1 binding to CUG repeat RNA; AID 2675; 280,000 compounds, 0.036% hits; Q9NR56; Potency, µM (highest dose often 57.5 µM), without a hit: at the highest dose activity change, negative = inhibition, usual class: inhibitors; TR-FRET MBNL1-His/biotin-(CUG)12 binding, 665/545 ratio; active = well fitted inhibition curve with a large enough effect in the signal ratio, with a control signal flat, not every such curve was filed as active; inconclusive = small, poorly fitted or top-dose-only effect, or effect the other way, or a change in a side signal; inactive = no such curve, though single readings can be large or run the other way; the % refers to the signal ratio; note: potency is the fitted concentration of half-maximal effect; % is set by controls: 0 for no effect and ±100 for the full control effect
Target sequence (Q9NR56 whole entry, looked up): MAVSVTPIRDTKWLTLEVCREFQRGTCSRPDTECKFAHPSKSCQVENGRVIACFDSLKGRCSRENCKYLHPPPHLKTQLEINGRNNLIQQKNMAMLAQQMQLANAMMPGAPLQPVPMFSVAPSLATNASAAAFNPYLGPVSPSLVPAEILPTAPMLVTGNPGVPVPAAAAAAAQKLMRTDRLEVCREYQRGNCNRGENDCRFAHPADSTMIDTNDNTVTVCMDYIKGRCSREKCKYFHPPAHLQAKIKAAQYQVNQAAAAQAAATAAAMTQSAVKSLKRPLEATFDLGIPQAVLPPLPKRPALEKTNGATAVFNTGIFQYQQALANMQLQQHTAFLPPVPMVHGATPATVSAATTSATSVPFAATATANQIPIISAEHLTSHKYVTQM
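Inhibition of protein-RNA binding appears as loss of TR-FRET between terbium anti-His antibody on MBNL1-His and streptavidin-XL665 on biotin-(CUG)12. Activity is normalized to buffer-only and uninhibited-complex controls.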
S-ASM inh = blocks human secretory acid sphingomyelinase; AID 504937; 340,000 compounds, 0.006% hits; Potency, µM (top dose mostly 57.5 µM), without a hit: at the top dose activity change, negative = inhibition, hits mostly inhibitors; P17405; placental ASM, HMU-PC fluorogenic substrate, 60 min; note: potency is the fitted concentration of half-maximal effect
Target sequence (P17405 47-631 limits assumed): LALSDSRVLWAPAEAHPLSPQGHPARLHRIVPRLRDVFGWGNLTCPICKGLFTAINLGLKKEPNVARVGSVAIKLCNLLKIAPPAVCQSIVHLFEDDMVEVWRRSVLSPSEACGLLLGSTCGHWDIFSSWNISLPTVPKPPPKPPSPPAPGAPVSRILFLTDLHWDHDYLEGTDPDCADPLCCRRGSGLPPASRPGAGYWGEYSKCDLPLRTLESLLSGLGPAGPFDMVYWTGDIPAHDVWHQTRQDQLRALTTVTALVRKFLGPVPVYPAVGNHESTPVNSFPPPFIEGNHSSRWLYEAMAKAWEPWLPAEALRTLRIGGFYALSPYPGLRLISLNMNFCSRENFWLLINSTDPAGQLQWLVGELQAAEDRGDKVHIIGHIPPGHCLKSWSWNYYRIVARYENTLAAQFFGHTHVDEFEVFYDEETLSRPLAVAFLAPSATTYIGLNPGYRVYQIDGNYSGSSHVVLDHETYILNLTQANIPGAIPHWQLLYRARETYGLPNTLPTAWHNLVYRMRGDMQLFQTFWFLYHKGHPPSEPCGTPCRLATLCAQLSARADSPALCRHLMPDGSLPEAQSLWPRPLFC
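Fluorogenic HMU-PC substrate (9 uM final) is turned over by placental ASM in 60 min at 37 C after a 10 min compound preincubation. Reaction ended by alkaline stop (pH 10), with fluorescence read at 386/447 nm.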
Menin-MLL TR inh = inhibitors of human menin-MLL interaction, mutant MLL peptide; O00255; Menin + Texas Red MLL mutant peptide, fluorescence polarization; Potency, µM (series often up to 61.6 µM), for inactives: top-dose FP activity change, negative = inhibition, hits mostly inhibitors; 270,000 compounds, 0.23% hits; AID 1768; active = well fitted inhibition curve with a large enough effect in the polarisation, with a control signal flat, not every such curve was filed as active; inconclusive = small, poorly fitted or top-dose-only effect, or effect the other way, or a change in a side signal; inactive = no such curve, though single readings can be large or run the other way; the % refers to the polarisation; note: potency is the fitted concentration of half-maximal effect; % of control where 0% means no effect; many of its hits are not listed in these tables
TCR activator = activators of T cell receptors | primary human leukocytes, anti-CD3, IL-2 HTRF, 48 h | Potency, µM (titrated, usually from 9.22 µM), for inactives: at the top dose activation of IL-2 secretion, usual class: activators | 330,000 tested, under 10 active | AID 504894; note: % of control where 0% means no effect
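Readout: HTRF IL-2, Eu-cryptate/d2 antibody pair, 320nm excitation, 665nm emission. Stimulus: a-CD3 beads, no co-stimulation. Cells: primary human leukocytes. Exposure: 48 hr with compound.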
TSHR antagonist = antagonists of human thyroid stimulating hormone receptor | P16473 | TSHR-expressing cells, TSH-stimulated cAMP HTRF, 2 h; active compounds read low | activity change, negative = inhibition, % at 11.5 µM | 330,000 compounds, 0.2% hits | AID 504810;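 active = activity change below a set negative limit, meaning inhibition stronger than a set level, cut at about -70% in these data; inconclusive = activity change between two set negative limits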; note: % is set by controls: 0 for no effect and ±100 for the full control effect
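TSHR-expressing cells were treated with compounds, then stimulated with TSH at EC80 (4nM final) for 2 hours at 37 deg C. Cellular cAMP was measured by HTRF competition between lysate cAMP and cAMP-d2 for a cryptate-labelled anti-cAMP antibody.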
CXXC DNA block = MLL CXXC-DNA interaction inhibition | 290,000 compounds, 0.037% hits | Potency, µM (titrated, usually from 115 µM), inactives show top-dose activity change, negative = inhibition, actives largely listed as inhibitors | Q03164 | AID 2662 | MLL-CXXC / FITC-HOXA9 DNA fluorescence polarization; active = well fitted inhibition curve with a large enough effect in the polarisation, with a control signal flat, not every such curve was filed as active; inconclusive = small, poorly fitted or top-dose-only effect, or effect the other way, or a change in a side signal; inactive = no such curve, though single readings can be large or run the other way; the % refers to the polarisation; note: potency is the fitted concentration of half-maximal effect
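Purified MLL-CXXC (added from a 7 uM solution) was preincubated 5 min at ambient with pinned compounds in 50 mM Tris-HCl pH 7.5, 50 mM NaCl, 1 mM DTT, 0.05% BSA. Fluorescein-labeled HOX-A9 DNA (50 nM solution) followed, 30 min, then polarization read.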
AT treatment = potential ataxia-telangiectasia treatment; […] A-T fibroblasts, KAP-1 phosphorylation AlphaLISA; neocarzinostatin DNA damage 30 min before lysis; AID 485349; Potency, µM (doses to about 57.5 µM), for inactives: at the top dose activation, hits mostly activators; 320,000 compounds, 0.19% hits; note: potency is the fitted concentration of half-maximal effect; % of control where 0% means no effect; nearly all actives have a fitted effect of over 45% in size
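hTERT-immortalized A-T patient fibroblasts ([…]), 500 cells/well in OPTI-MEM, 1% FBS, got compounds for 60 min, then NCS for 30 min at 37C. Lysates were then assayed for phospho-KAP-1 by AlphaLISA (anti-pKAP1 donor, anti-KAP1 acceptor beads), 6 hr at 25C.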
Mito fusion yeast = mitochondrial division inhibition or fusion activation | S. cerevisiae fusion-defective mutant growth rescue, CellTiterGlo 48 h | Potency, µM (highest dose often 46.1 µM), for inactives: at the top dose growth rescue (activation), most hits filed as activators | 320,000 compounds, 0.23% hits;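 note: potency is the fitted concentration of half-maximal effect; % of control where 0% means no effect; nearly all actives have a fitted effect of over 45% in size; temperature-sensitive fusion mutants such as fzo1-1 at 37 °C on non-fermentable ethanol glycerol medium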
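Yeast fusion mutant, YPEG (non-fermentable carbon), compound, 48 h at 37C non-permissive; CellTiterGlo added, 10 min RT, luminescence read. Rescued growth = division inhibition.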
TSG101-PTAP inh = blocks PTAP/TSG101 interaction to inhibit HIV-1 budding. Q99816. Fluorescence polarization, FITC-PTAP peptide / Tsg101 binding. Potency, µM (doses to about 115 µM), without a hit: top-dose activity change, negative = inhibition, usual class: inhibitors. 340,000 tested, under 10 active; active = well fitted inhibition curve with a large enough effect in the main read-out, with a control signal flat, not every such curve was filed as active; inconclusive = small, poorly fitted or top-dose-only effect, or effect the other way, or a change in a side signal; inactive = no such curve, though single readings can be large or run the other way; note: potency is the fitted concentration of half-maximal effect; % of control where 0% means no effect
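Fluorescence polarization binding of Tsg101 binding domain (10 uM final) to FITC-labeled PTAP peptide (50 nM final) in HEPES pH 7.5 buffer with NaCl, Tween 20, EDTA, TCEP. Compounds added before peptide; binding 20 min at RT.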
* hit, by the source's call; i = inactive; ? = inconclusive; nt = not tested or not shown; [ ] = dose if it differs, or a comment. Unless noted, calls come from the whole dose curve; as a rule, active = well fitted curve in the direction sought with a large enough effect; inconclusive = small, poorly fitted or top-dose-only effect, or another doubt; inactive = no such curve, though single readings can be large; an effect the other way counts as inactive or inconclusive. Only part of the results is shown. The share of hits here may be higher or lower than overall.

SMILES | Integrin act MD | MBNL1-CUG inh | S-ASM inh | Menin-MLL TR inh | TCR activator | TSHR antagonist | CXXC DNA block | AT treatment | Mito fusion yeast | TSG101-PTAP inh
Cn1c(O)c(C=NCCCNC2CCCCC2)c(=O)n(C)c1=O | 5.3% | -16.0% | -0.1% | 6.9% | -5.7%[46.1 µM] | 7.1 | -1.9% | 1.4% | -3.2% | -2.5%
COc1ccc(NC(=O)c2cc([N+](=O)[O-])ccc2N2CCNCC2)cc1 | -10.0% | ? | -8.6% | 4.7% | -2.2% | 0.1 | -16.5% | -0.9% | -2.8% | -0.3%
CCOC(=O)c1nc2ccccc2c(=O)n1-c1ccc(C)cc1C | ? | -5.1% | 4.7% | -7.0% | -0.3%[46.1 µM] | -15.7 | -8.2% | 0.4% | -1.4% | -1.4%
CCOc1c(Cl)cc(CNCCc2c[nH]c3ccccc23)cc1OC | -51.9%[inhibitor] | ? | -0.7% | -7.6% | -0.9% | 2.7 | -1.3% | -5.4% | -2.2% | -0.9%
N=C(N)c1c(O)n(C2CCCCC2)c(=O)n(C2CCCCC2)c1=O | -52.5%[inhibitor] | -8.8% | -16.5% | ? | -1.2% | -10.2 | 4.3% | ? | ? | -4.3%
Nc1c(C(=O)OC2CCCCC2)c2nc3ccccc3nc2n1CC1CCCO1 (centres undefined) | -28.0%[7.66 µM] | 6.2% | i | -8.4% | -6.5% | -12.1 | -8.3% | 11.2% | 16.9% | -3.2%
COc1ccc(CCn2c(O)c(C=Nc3ccc(NC(C)=O)cc3)c(=O)[nH]c2=O)cc1OC | 6.9% | 11.1% | 35.4%[activator] | nt | -1.9% | -1.9 | 7.2% | -1.4% | -1.5% | 2.5%
O=C(C1CC(c2ccc(Cl)c(Cl)c2)=NO1)N1CCC2(CC1)OCCO2 (centres undefined) | -12.9% | -8.4% | -1.5% | 0.7% | -2.5% | 2.8 | -8.4% | 18.1% | 3.2% | -2.1%
O=C(O)CC/C(=C\c1cc([N+](=O)[O-])ccc1Cl)c1nc2ccccc2s1 | 0.1% | ? | 1.2% | -19.6% | 1.7%[46.1 µM] | -14.0 | -5.7% | -4.0% | 26.0% | -2.6%
COc1ccc(CN2C(=O)CC(=O)NC2=S)cc1 | 11.0% | -4.1% | 8.0% | 64.2%[activator] | -6.5% | -31.4 | 11.4% | 7.0% | 5.6% | -1.8%
CSc1nnc([C@@H](N)Cc2ccccc2)o1 | -3.1% | -13.0% | 4.0% | -4.8% | -0.4% | 1.0 | -3.6% | 3.0% | 0.8% | 2.3%
CC(Cc1ccccc1Sc1ccc(O)cc1)N(C)C (centres undefined) | -25.4% | -5.0% | 2.2% | -14.2% | -3.7% | -0.5 | 4.4% | 0.7% | -5.7% | -1.2%
COc1ccc(C=O)cc1O | -42.8% | 1.6% | 4.0% | 2.9% | 12.8% | 3.0 | 16.3% | -12.5% | -2.1% | -1.1%
CC[C@@]1(O)C(=O)OCc2c1cc1n(c2=O)Cc2cc3c(N)cccc3nc2-1 | -42.2% | ? | 48.1%[activator] | nt | -3.6% | -26.2 | 0.0% | 0.0% | 4.7% | 1.7%
COc1ccccc1NC1=NCCS1 | 0.9% | 4.5% | 5.5% | 1.6% | -1.3% | 6.2 | 19.3% | -3.2% | 2.5% | -0.5%
O=C(CN1CC(c2ccccc2)CC1=O)Nc1cccc(F)c1 (centres undefined) | 17.0% | -24.9% | -5.7% | 4.1% | 8.1% | 15.1 | -6.5% | 11.2% | 1.3% | -1.5%
CC12CC[C@H]3[C@@H](CCC4(O)C[C@H](O)CCC34/C=N/NC(=O)c3ccccc3[N+](=O)[O-])C1(O)CCC2C1=CC(=O)OC1 (some centres undefined) | -7.7% | 12.2% | -1.2% | -5.0% | -3.4% | -28.2 | 4.6% | -1.2% | -0.4% | 0.0%
CN1C(=O)C(Cc2nc3ccccc3c(=O)n2-c2ccccc2)c2ccccc21 (centres undefined) | 7.9% | -5.6% | 0.3% | -17.7% | 1.8% | 10.2 | -2.1% | 7.3% | 0.8% | -11.2%
COc1ccc(CC2(CCc3ccccn3)C(=O)NC(=O)N(c3ccccc3C)C2=O)cc1OC (centres undefined) | -6.2% | -10.9% | 4.6% | -7.7% | nt | 5.9 | 9.0% | 0.8% | -3.0% | 0.0%
CN(C)c1ccc(/C=C2\C(=O)NC(=O)N(CCc3ccc(F)cc3)C2=O)cc1 | 10.7% | 12.8% | -0.6% | nt | 0.9% | -12.2 | -19.3% | -10.1% | 1.3% | -0.1%
O=C1C2C3CCC(O3)C2C(=O)N1c1cccc(F)c1 (centres undefined) | -5.1% | nt | 7.3% | nt | 6.9% | nt | nt | nt | nt | -4.8%
CC(=NCCCN1CCOCC1)c1c(O)n(Cc2ccccc2)c(=O)[nH]c1=O | 4.4% | -10.5% | -1.6% | -17.7% | -4.7% | 34.2 | -5.2% | 14.2% | 6.8% | 0.9%
O=C(O)[C@@H]1CCN1 | nt | nt | nt | 2.2% | nt | -10.0 | -9.6% | nt | -8.9% | nt
O=c1[nH]c(=O)n(Cc2ccco2)c(O)c1C=NC1CC1 | 5.2% | 6.4% | 1.8% | -17.9% | 0.0% | -6.9 | 10.8% | -1.5% | -0.1% | -12.4%
COC(=O)c1ccc(N2C(=O)CC(N3CCC(n4c(=O)[nH]c5ccccc54)CC3)C2=O)cc1 (centres undefined) | -12.2% | 0.1% | 0.2% | 16.5% | 5.0% | -10.1 | 5.5% | -6.4% | -20.9% | -3.9%
Oc1ccc(Cl)c(Cl)c1 | nt | nt | 1.8% | nt | -5.0% | 20.0 | nt | -3.1% | -18.3% | -1.8%
CCN(CC)C(=O)[C@H]1C[C@H](CC(=O)NCC23CC4CC(CC(C4)C2)C3)C(=O)N2CCc3c([nH]c4cc(-c5ccco5)ccc34)[C@]12C | -17.6% | nt | ? | nt | -2.8%[46.1 µM] | 7.7 | nt | 6.6% | nt | -4.5%
Clc1ccc(C(Cn2ccnc2)OCc2csc3c(Cl)cccc23)c(Cl)c1 (centres undefined) | nt | nt | -17.8% | nt | -3.1% | nt | nt | -3.4% | 3.55µM* | 2.3%
CCOC(=O)C(O)(c1ccc(N)c(OC)c1)C(F)(F)F (centres undefined) | -2.7% | -1.0% | 4.8% | -12.5% | 1.7% | -5.3 | 5.5% | 4.1% | 2.9% | -0.7%
COC(=O)C1=C(c2ccc(OC)c(OC)c2)C[C@@H]2CC[C@H]1N2C(=O)NCCO | 6.9% | nt | -1.4% | nt | 4.1% | 2.5 | nt | 19.7% | -7.9% | 1.0%
CC(=O)OC1CC[C@]2(C#N)[C@H]3CC[C@]4(C)[C@H](C5C=CC(=O)O5)CCC4(O)C3CCC2(O)C1 (some centres undefined) | 3.2% | 0.4% | 6.0% | 23.2% | 4.3% | ? | 27.1% | ? | 8.4% | -4.7%
CCN1C[C@]2(COC)CC[C@H](OC)[C@@]34C1[C@]1(OCO[C@@]15C[C@H](OC)[C@H]1C[C@@H]3[C@@H]5[C@H]1OC)[C@@H](O)[C@H]24 | nt | nt | -3.8% | nt | -1.4% | nt | nt | -11.3% | 0.1% | 0.4%
Cn1c(O)c(C=NCCN2CCNCC2)c(=O)[nH]c1=O | -5.9% | -7.0% | -4.5% | nt | 1.4% | 21.7 | -7.4% | 0.0% | -1.3% | -1.0%
CC(=NCc1ccco1)c1c(O)n(-c2ccc(Cl)cc2)c(=O)[nH]c1=O | -9.0% | nt | 1.1% | nt | 0.6% | 15.7 | -3.2% | 1.0% | 3.1% | -0.3%
Cc1cc(Br)c(NC(=O)CN2CC=C(c3ccccc3)CC2)c(Br)c1 | 10.2% | -3.3% | 10.6% | -8.6% | 2.8% | 8.0 | 10.8% | 10.1% | 16.2% | 1.0%
Cc1nc2ccccc2c(=O)n1-c1cccc(O)c1 | 2.5% | 1.7% | 0.2% | 6.5% | 8.9% | -1.0 | -3.0% | -4.0% | -4.3% | -2.0%
